Tb PFK inh: T. brucei PFK enzyme inhibition; O15648; T. brucei PFK, ADP-Glo luminescence; Potency, µM (titrated, usually from 57.5 µM), for the others: at the top dose activity, negative = inhibition, actives largely listed as inhibitors; 0.17% of 330,000 active; AID 485367;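 note: potency is the fitted concentration of half-maximal effect; 0% = uninhibited 1x PFK enzyme wells and -100% = no-enzyme wells; nearly all actives have a fitted effect of over 60% in size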
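PFK 1.25 nM, F6P 0.5 mM, ATP 0.1 mM, 0.1 M TEA pH 8.0, 5 mM MgCl2, 0.01% Tween20, 0.1% BSA; 45 min RT. ADP-Glo readout. qHTS titration up to 57 uM; curves fitted, compounds curve-classed.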
TRPV1 ag: agonists of human vanilloid receptor 1 (TRPV1) | Q8NER1 | TRPV1-expressing cells, Fluo-8 calcium influx, agonist mode | activation, % at 8.33 µM | 0.19% of 320,000 active | AID 540275; in the data active = activation above about 80%; inconclusive = between about 30% and that limit; note: 0% is about no effect
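Cells expressing TRPV1 were dye-loaded with Fluo-8 and read kinetically: 10 s baseline, 3 min after compound (agonist portion), then 2 min after EC20 capsaicin (allosteric enhancer portion). Calcium-bound dye fluorescence at 480/520 nm.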
RORgamma inh: ROR gamma (mouse) transcription inhibition. Drosophila S2 Gal4-RORgamma UAS-luciferase reporter, 20 h. 5.4% of 310,000 active. Potency, µM (series often up to 53.6 µM), without a hit: at the highest dose activity change, negative = inhibition, usual class: inhibitors. P51450; note: potency is the fitted concentration of half-maximal effect; % is set by controls: 0 for no effect and ±100 for the full control effect; nearly all actives have a fitted effect of over 60% in size
Target sequence (P51450 whole entry, looked up, the tested form may be a part): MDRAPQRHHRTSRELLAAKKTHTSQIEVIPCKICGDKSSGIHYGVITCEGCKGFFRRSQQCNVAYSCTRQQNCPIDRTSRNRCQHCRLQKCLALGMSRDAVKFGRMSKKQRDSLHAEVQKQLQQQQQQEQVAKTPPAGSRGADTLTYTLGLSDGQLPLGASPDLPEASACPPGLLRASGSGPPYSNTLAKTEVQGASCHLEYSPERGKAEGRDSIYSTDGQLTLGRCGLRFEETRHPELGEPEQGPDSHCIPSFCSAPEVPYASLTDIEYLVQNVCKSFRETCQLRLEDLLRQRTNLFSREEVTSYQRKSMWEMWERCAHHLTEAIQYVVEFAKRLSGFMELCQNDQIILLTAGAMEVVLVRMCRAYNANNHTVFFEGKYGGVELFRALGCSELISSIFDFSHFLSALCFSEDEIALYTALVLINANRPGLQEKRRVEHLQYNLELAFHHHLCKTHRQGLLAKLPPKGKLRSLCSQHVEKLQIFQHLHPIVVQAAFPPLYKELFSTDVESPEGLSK
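A Gal4/UAS one-hybrid system in insect cells: metallothionein-promoter Gal4–ROR gamma fusion plus Photinus luciferase reporter. Copper sulfate 700 uM final, 20 hr ambient incubation, luminescent detection after 10 min with reagent.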
ELG1 genotoxic: genotoxicity induction in ELG1-luciferase HEK293T cells; HEK293T ELG1-luciferase reporter, luminescence, 16 h; Potency, µM (titrated, usually from 46 µM), without a hit: at the top dose activity change, positive = activation, actives largely listed as activators; 1.3% of 330,000 active; AID 504466; note: potency is the fitted concentration of half-maximal effect; % of control where 0% means no effect; nearly all actives have a fitted effect of over 60% in size
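HEK293T cells expressing luciferase-tagged ELG1 were treated with compound or DMSO for 16 hr at 37°C. Luciferase activity was then read after 30 min with ONE-Glo at room temperature; rising signal flags genetic stress.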
VP16 counter: inhibits Gal4-VP16 luciferase reporter, ROR gamma counter-screen | Potency, µM (doses to about 53.6 µM), inactives show at the top dose activity, negative = inhibition, most hits filed as inhibitors | Drosophila S2 Gal4-VP16 UAS-luciferase, luminescence, 20 h | 3.5% of 310,000 active;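 note: Gal4-VP16 expression switched on by copper sulfate through the metallothionein promoter; potency is the fitted concentration of half-maximal effect; % is set by controls: 0 for no effect and ±100 for the full control effect; nearly all actives have a fitted effect of over 50% in size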
ELG1 DNA repair: blocks ELG1-dependent DNA repair in HEK293T cells; AID 504467; 2.3% of 330,000 active; HEK293T ELG1-luciferase reporter, luminescence, 16 h; DNA damage induced by 5-fluorouridine; Potency, µM (series often up to 46.1 µM), for inactives: top-dose activity change, negative = inhibition, most hits filed as inhibitors; note: potency is the fitted concentration of half-maximal effect; % is set by controls: 0 for no effect and ±100 for the full control effect; nearly all actives have a fitted effect of over 55% in size
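Luminescence from the luciferase reporter, measured 30 min after ONE-Glo reagent at room temperature, was the read-out. Beforehand, 2,000 cells per well were exposed for 16 hr at 37 °C to 5-fluorouridine together with compound or vehicle.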
Rab9 promoter act: activators of Rab9 promoter. Huh7 Rab9 promoter-luciferase reporter, luminescence, 24 h. Potency, µM (top dose mostly 9.22 µM), inactives show at the top dose activation, negative = inhibition, actives largely listed as activators. 2.8% of 320,000 active; note: potency is the fitted concentration of half-maximal effect; % of control where 0% means no effect; nearly all actives have a fitted effect of over 60% in size
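Steps: seed 1500 Huh7 Rab9-luc cells per well, rest 2 h at 37 °C; add compound in DMSO; incubate 24 h; add luciferase reagent, 10 min ambient; read luminescence.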
p53 reactivation: re-activators of mutant p53. 0.063% of 320,000 active. AID 504706. H1299 p53-A138V BP100-luciferase reporter, luminescence, 24 h. Potency, µM (doses to about 92.2 µM), inactives show top-dose activity change, positive = activation, hits mostly activators; note: potency is the fitted concentration of half-maximal effect; % of control where 0% means no effect; nearly all actives have a fitted effect of over 45% in size
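p53-null H1299 cells stably carrying temperature-sensitive p53-A138V and a BP100-luciferase reporter were pinned with compounds (4-point, 1:5 series) and held 24 hrs at 37 deg C. Luminescence was read 10 min after detection reagent.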
BRCA1 expr act: BRCA1 expression activation. MCF7-BRCA1-FFLuc reporter, luminescence, 48 h; response scale: scaled: vehicle 0%, 10 µM genistein 100%. Potency, µM (doses to about 46.1 µM), without a hit: top-dose activation, most hits filed as activators. 1.1% of 380,000 active; note: potency is the fitted concentration of half-maximal effect; nearly all actives have a fitted effect of over 80% in size; some results filed as inactive show a strong effect at the top dose
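MCF7 cells carrying a BRCA1-firefly luciferase reporter (2000 cells/well, phenol-red free MEM) were attached for 2 h at 37 °C, then given compounds for 48 h. Luminescence was read 15 min after luciferase reagent; activity normalized to genistein (10 microM) and DMSO.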
FLuc modulator: counter-screen for miR-21 project: firefly luciferase inhibitors or activators | Potency, µM (series often up to 57.5 µM), inactives show at the top dose activity change, negative = inhibition, usual class: inhibitors | 6.9% of 360,000 active | purified FLuc, Km substrates, luminescence inhibition;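 note: potency is the fitted concentration of half-maximal effect; plate controls were vehicle for no effect and reference inhibitor for full effect; nearly all actives have a fitted effect of over 55% in size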
Target sequence (P08659 whole entry, looked up): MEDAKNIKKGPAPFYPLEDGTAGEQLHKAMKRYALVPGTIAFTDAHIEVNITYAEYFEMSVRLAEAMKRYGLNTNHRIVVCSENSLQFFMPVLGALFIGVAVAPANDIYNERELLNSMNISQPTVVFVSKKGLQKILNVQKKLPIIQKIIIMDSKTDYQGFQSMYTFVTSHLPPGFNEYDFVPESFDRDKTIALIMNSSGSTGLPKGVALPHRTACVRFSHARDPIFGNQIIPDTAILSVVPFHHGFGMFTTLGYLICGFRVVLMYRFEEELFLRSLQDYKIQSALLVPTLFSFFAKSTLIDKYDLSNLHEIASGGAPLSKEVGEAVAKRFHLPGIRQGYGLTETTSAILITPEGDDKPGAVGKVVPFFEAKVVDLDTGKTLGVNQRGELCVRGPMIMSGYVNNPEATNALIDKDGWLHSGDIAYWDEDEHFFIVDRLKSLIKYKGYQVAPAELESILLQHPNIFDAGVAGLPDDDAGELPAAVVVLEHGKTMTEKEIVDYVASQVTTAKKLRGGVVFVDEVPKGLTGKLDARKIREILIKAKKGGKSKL
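Purified P. pyralis luciferase (10nM final) with 10uM D-luciferin and 10uM ATP (Km levels) in 50mM Tris acetate pH 7.5, 10mM Mg acetate, 0.01% Tween-20, 0.05% BSA; qHTS 6-point titration, ~60 µM downward; luminescence read.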
NPC1 prom act: NPC1 promoter activation | Huh7 NPC1 promoter luciferase reporter, 24 h | Potency, µM (titrated, usually from 9.22 µM), for the others: at the top dose activation, actives largely listed as activators | 2.4% of 320,000 active;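 note: potency is the fitted concentration of half-maximal effect; % of control where 0% means no effect; nearly all actives have a fitted effect of over 60% in size; reporter is driven by a mutant NPC1 promoter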
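Luminescence from an NPC1 promoter-driven luciferase reporter in stably transfected Huh7 cells was measured after 24 h compound treatment at 37 °C, followed by 10 min ambient incubation with luciferase detection reagent.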
Active calls of the source: *; ? = inconclusive; / = no result given; [ ] = dose if it differs, or a comment. Unless noted, calls come from the whole dose curve; as a rule, active = well fitted curve in the direction sought with a large enough effect; inconclusive = small, poorly fitted or top-dose-only effect, or another doubt; inactive = no such curve, though single readings can be large; an effect the other way counts as inactive or inconclusive.

SMILES	Tb PFK inh	TRPV1 ag	RORgamma inh	ELG1 genotoxic	VP16 counter	ELG1 DNA repair	Rab9 promoter act	p53 reactivation	BRCA1 expr act	FLuc modulator	NPC1 prom act
Cn1cc(/C=C(\NC(=O)c2ccccc2)C(=O)N2CCOCC2)c2ccccc21	1%	1	-16%	1%	1%	7%	0%	-3%	-19%	0%	-4%
O=[N+]([O-])c1cc(S(=O)(=O)N2CCCC2)ccc1O	-2%	0	5%	1%	3%	-7%	-3%	0%	-2%	-1%	1%
CC1CC(=O)N(CC(=O)Nc2cccc(F)c2)c2ccccc2S1(=O)=O (centres undefined)	-2%	14	10%	1%	6%	?	0%	-18%	-14%	1%	-2%
COc1ccc(-c2nnc(SCC(=O)Nc3ccccc3OC)o2)cc1	0%	2	-3%	?	0%	?	1.6µM*	?	?	27µM*	2.8µM*
O=C(COc1cccnc1[N+](=O)[O-])Nc1ncc(Cl)cc1Cl	-15%	-1	/	-1%	/	?	16%	11%	23%	-10%	10%
COC(=O)c1cnc2c(C(F)(F)F)cccc2c1OC	-8%	4	16%	-4%	-6%	?	-3%	-7%	-3%	-5%	-3%
O=C(NCc1ccc(F)cc1)C1CCN(S(=O)(=O)c2cccc3nonc23)CC1	-1%	22	-10%	14%	-3%	25%	-5%	-5%	-23%	0%	-2%
CN(CC(=O)Nc1ccccc1C(F)(F)F)C(=O)c1cccc(-n2cccc2)c1	-2%	-3	/	1%	/	10%	-1%	3%	-7%	6%	-5%
Cc1c(Cl)ccc2c(C(=O)NC(C)c3ccncc3)cc(-c3ccncc3)nc12 (centres undefined)	-16%	?	?	-3%	13µM*	?	-4%	-8%	/	-4%	-2%
O=C(CCc1[nH]c2ccccc2c1Sc1ccccc1)NCCO	5%	2	2%	-1%	-13%	0%	5%	-6%	-13%	-6%	17%
CC(C)(C)NC(=O)NC(=O)COC(=O)COc1ccc2c(c1)CCC2	-3%	6	9%	0%	-12%	5%	3%	-1%	-26%	-3%	6%
COc1ccc(COc2ccc(S(=O)(=O)N3CCCC3)cc2C(N)=O)cc1F	0%	-1	7%	-2%	6%	-3%	3%	-1%	8%	0%	-3%
NC(=O)C1(N2CCCCC2)CCN(C(=O)c2ccc(C#CC3(O)CCCCC3)cc2)CC1	1%	-3	17%	-1%	13%	3%	0%	-1%	-8%	1%	0%
CCN(CC)CCCNc1nc2cc(OC)c(OC)cc2c2nc(-c3ccccc3)nn12	1%	0	10µM*	4%	?	-1%	-7%	-6%	1%	-2%	-6%
OCCC1CN(Cc2cccc3c2OCO3)CCN1C1CCCCC1 (centres undefined)	2%	3	9%	-2%	0%	0%	-9%	-5%	-21%	1%	0%
CCOC(=O)Oc1ccc2c(=O)c(Oc3cc(C)cc(C)c3)coc2c1	4%	19	3%	2%	-7%	-4%	0%	-14%	-14%	1%	2%
CCC(=NCCc1ccc(OC)c(OC)c1)c1ccccc1O	1%	2	3%	1%	8%	12%	-1%	-4%	4%	1%	1%
CN(C)CCCNC(=S)NCCNc1nc2cc3c(cc2cc1C#N)OCO3	7%	0	0%	1%	-2%	8%	4%	4%	-5%	-1%	1%
O=c1[nH]nc(Cc2ccc(Cl)cc2Cl)c2ccccc12	-3%	-1	-16%	2%	?	-18%	-1%	-1%	-38%	1%	3%
CN1CCN(C(=O)C2CCC(CNS(=O)(=O)c3cccc4cccnc34)CC2)CC1 (centres undefined)	-3%	0	-33%	-2%	1%	10%	-3%	0%	-7%	7%	0%
O=C(CN1C(=O)c2ccccc2S1(=O)=O)Nc1ncccn1	0%	1	/	4%	/	29%	10%	-3%	-9%	?	8%
CCc1cc(=O)oc2c3c(cc(OCC(=O)NCc4ccccn4)c12)OC(C)(C)CC3	1%	26	0%	-3%	0%	?	-9%	6%	-22%	?	-5%
O=C(NNc1cccc(Cl)c1)c1cccnc1Oc1ccccc1	-2%	/	9%	5%	-7%	?	-1%	-4%	-6%	5%	0%
COC(=O)c1ccccc1NC(=O)C1CC=CCC1C(=O)O (centres undefined)	-20%	-2	-3%	-1%	-5%	5%	-9%	-1%	4%	1%	-3%
CN(C)Cc1nnnn1-c1ccccc1	0%	/	-20%	0%	-2%	0%	-5%	1%	-31%	3%	-4%
Cc1cc(C)nc(SCCCNCc2c(F)cccc2Cl)n1	?	6	-21%	3%	2%	-4%	-2%	-3%	-20%	0%	-4%
O=C(Cn1ccnc1[N+](=O)[O-])NCc1ccccc1	0%	2	-9%	-6%	-5%	9%	1%	-1%	-15%	1%	2%
Cc1cccc(C)c1NC(=O)C(C)N1CCCC1 (centres undefined)	2%	3	5%	-1%	-1%	10%	-1%	-2%	-19%	-1%	1%
COc1ccc(N2C(=O)CSC2c2cccc(F)c2)c(OC)c1 (centres undefined)	2%	1	22%	-2%	-8%	-17%	2%	-6%	-44%	-2%	9%
Cc1c(-c2ccccc2)sc(N)c1C(=O)N1CCOCC1	-6%	-4	5%[10 µM]	-3%	-2%	-6%	24%	3%	-6%	-13%	-1%
FC(F)(F)c1ccc(/C=N/n2c(COc3ccccc3)n[nH]c2=S)cc1	-18%	?	?	1%	-16%	2%	-8%[1.84 µM]	-1%	-2%	2%	0%
S=C(NCc1ccc(Cl)cc1)Nc1ccc(Cl)cc1Cl	0%	?	11µM*	1%	11µM*	11%	-7%	-16%	-33%	2%	0%
Cc1cccc(C(=O)Nc2cccnc2Cl)c1	-4%	4	2%	16%	-6%	?	9%	9%	33%	?	2%
Cc1cccc(C(=O)OCC(=O)NC(C)CCc2ccccc2)c1 (centres undefined)	5%	27	-19%	0%	-3%	4%	?	1%	-13%	-2%	7%
CS(=O)(=O)c1ccc(Cl)c(NC(=O)COC(=O)C23CC4CC(CC(C4)C2)C3)c1	-4%	?	/	1%	/	?	-1%	-5%	-1%	3%	-1%
N#CC1(P(=O)(c2ccccc2)c2ccccc2)CCCC1	-18%	-4	-29%	-2%	-15%	24%	7%	2%	-13%	-3%	-2%
Cc1nn(Cc2ccc(F)cc2)c(C)c1NC(=O)c1cccnc1Cl	0%	-5	-6%	0%	2%	-4%	3%	-14%	-10%	-1%	-1%
O=C(COc1ccc2oc(-c3ccccc3)cc(=O)c2c1)Nc1ccccc1	-6%	14	13µM*	9%	?	?	-5%	23%	-4%	-22%	-2%
Nc1ccc(S(=O)(=O)N2CCCc3ccccc32)cc1	0%	-2	19%	-3%	0%	6%	-6%	-2%	0%	-2%	-2%
O=[N+]([O-])c1ccc(N2CCN(c3ccc(O)cc3)CC2)cn1	-17%	2	31%	2%	4%	?	-2%	10%	-17%	-9%	15%
O=C(CNC(=O)Cc1ccc(Cl)cc1)NCC(=O)N1CCCCC1	-5%	0	-14%	7%	-4%	0%	2%	18%	-5%	5%	-1%
CC(OC(=O)CNC(=O)c1sc2ccccc2c1Cl)C(=O)NC1(C#N)CCCCC1 (centres undefined)	0%	5	/	0%	/	13%	-5%	10%	-20%	?	-2%
Nc1ccc(S(=O)(=O)NNC(=O)C(=O)NNc2ccccn2)cc1	-3%	-1	-14%	2%	-13%	?	-2%	-5%	-2%	13%	1%
O=C(Nc1ccccn1)c1ccc(NC(=O)c2ccco2)cc1	1%	-2	14%	?	-9%	?	2.2µM*	?	?	11µM*	2.2µM*
Cc1cc(C(=O)CN2C(=O)C(=O)N(CCC3=CCCCC3)C2=O)c(C)n1C	-2%	/	/	-5%	/	?	/	-5%	7%	/	/
CCOc1ccc(NC(=O)CSc2ccccc2N)cc1	-4%	7	15%	?	8%	22%	?	-8%	27%	?	?
O=C(c1cc(Br)c(Br)s1)N1CCN(c2ccccn2)CC1	5%	-9	0%	19%	-14%	7%	2%	2%	6%	-3%	-6%

Of the compounds above, these have an aryl thioether with sulfur outside any ring.
SMILES	Tb PFK inh	TRPV1 ag	RORgamma inh	ELG1 genotoxic	VP16 counter	ELG1 DNA repair	Rab9 promoter act	p53 reactivation	BRCA1 expr act	FLuc modulator	NPC1 prom act
COc1ccc(-c2nnc(SCC(=O)Nc3ccccc3OC)o2)cc1	0%	2	-3%	?	0%	?	1.6µM*	?	?	27µM*	2.8µM*
O=C(CCc1[nH]c2ccccc2c1Sc1ccccc1)NCCO	5%	2	2%	-1%	-13%	0%	5%	-6%	-13%	-6%	17%
Cc1cc(C)nc(SCCCNCc2c(F)cccc2Cl)n1	?	6	-21%	3%	2%	-4%	-2%	-3%	-20%	0%	-4%
CCOc1ccc(NC(=O)CSc2ccccc2N)cc1	-4%	7	15%	?	8%	22%	?	-8%	27%	?	?
